Screening results from PubChem.
C-LANA FP: inhibitors of KSHV C-LANA binding to DNA, primary screen, biochemical, fluorescence polarization, FAM-LBS DNA, MBP-C-LANA, single point; 340,000 tested, 0.078% active; Kaposi's sarcoma herpesvirus LANA C-terminal domain (residues 932-1162) DNA binding; inhibition, % at 9 µM;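 active = highest replicate inhibition at or above 60% at 9 µM, even if other replicates fall short; inactive = all replicates below 60% inhibition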;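 also: 0% = neutral control wells and 100% = 4 µM acridine orange control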
NSD2 inh: NSD2 histone methyltransferase inhibitors, primary screen, biochemical, AlphaScreen, single concentration, set 2; 310,000 tested, 0.54% active; NSD2 peptide methylation, 120 min; Histone-lysine N-methyltransferase NSD2 (Homo sapiens), O96028; inhibition, % at 12.5 µM; in the data active = inhibition above about 50%
Target sequence (O96028 whole entry, looked up): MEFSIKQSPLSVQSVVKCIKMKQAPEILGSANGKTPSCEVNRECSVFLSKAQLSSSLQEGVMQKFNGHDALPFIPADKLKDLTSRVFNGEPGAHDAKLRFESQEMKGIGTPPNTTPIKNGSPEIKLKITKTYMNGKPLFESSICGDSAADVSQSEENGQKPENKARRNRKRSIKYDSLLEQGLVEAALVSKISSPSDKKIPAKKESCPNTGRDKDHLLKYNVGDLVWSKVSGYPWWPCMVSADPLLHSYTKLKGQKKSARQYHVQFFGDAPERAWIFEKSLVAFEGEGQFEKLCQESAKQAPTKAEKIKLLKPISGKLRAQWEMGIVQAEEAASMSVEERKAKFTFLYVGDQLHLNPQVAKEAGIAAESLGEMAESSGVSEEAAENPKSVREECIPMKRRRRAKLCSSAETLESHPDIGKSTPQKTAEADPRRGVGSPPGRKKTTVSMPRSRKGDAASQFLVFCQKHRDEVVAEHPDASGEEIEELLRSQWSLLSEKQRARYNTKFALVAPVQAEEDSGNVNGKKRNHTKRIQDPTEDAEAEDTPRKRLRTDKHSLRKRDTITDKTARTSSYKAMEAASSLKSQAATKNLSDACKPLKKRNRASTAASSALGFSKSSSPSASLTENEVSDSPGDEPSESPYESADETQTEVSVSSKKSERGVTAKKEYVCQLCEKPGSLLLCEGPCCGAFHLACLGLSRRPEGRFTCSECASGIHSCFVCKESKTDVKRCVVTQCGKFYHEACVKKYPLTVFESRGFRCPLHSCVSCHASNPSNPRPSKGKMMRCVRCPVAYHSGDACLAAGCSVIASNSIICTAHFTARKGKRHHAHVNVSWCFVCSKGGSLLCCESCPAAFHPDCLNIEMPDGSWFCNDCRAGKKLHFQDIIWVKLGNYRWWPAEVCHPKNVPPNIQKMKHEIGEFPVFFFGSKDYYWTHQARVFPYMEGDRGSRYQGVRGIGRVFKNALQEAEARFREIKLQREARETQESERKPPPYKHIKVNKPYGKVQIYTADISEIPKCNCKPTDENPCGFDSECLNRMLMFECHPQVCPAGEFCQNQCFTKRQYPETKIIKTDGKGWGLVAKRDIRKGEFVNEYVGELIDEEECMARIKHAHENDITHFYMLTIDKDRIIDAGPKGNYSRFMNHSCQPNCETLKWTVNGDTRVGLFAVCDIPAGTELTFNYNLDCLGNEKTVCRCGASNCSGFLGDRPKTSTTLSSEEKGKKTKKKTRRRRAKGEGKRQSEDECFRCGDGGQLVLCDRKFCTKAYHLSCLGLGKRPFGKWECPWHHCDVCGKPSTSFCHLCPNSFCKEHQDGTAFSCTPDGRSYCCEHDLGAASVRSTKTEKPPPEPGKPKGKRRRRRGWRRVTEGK
PKA-R2B activ: activators of PKA-R2B holoenzyme, primary screen, biochemical, fluorescence polarization, Cy5-IP20, human; 340,000 tested, 0.079% active; AID 504700, 2011; activation, % at 11.4 µM; cAMP-dependent protein kinase catalytic subunit beta (Homo sapiens) + cAMP-dependent …; PKA-R2B holoenzyme dissociation; R2B truncated from residue 108, S112A mutant; 0% DMSO only, 100% 113 µM cGMP;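 active = activation above a cutoff set at the mean over all compounds plus 3 SD, cut at about 18% in these data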;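 also: higher means more holoenzyme dissociation and a rise in polarization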
Arr AP2 block: inhibitors of beta-arrestin/AP2 binding, primary screen, biochemical, GPCR trafficking, flow cytometry; inhibition, % at 10 µM; 340,000 tested, 0.31% active; FITC-arrestin peptide / GST-AP2 beads; AP2 beta2 appendage carries R879A mutation; AID 504490, 2011;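 active = inhibition above a set limit, near 3 SD of compounds lacking own fluorescence, cut at about 54% in these data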;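 also: plate controls were DMSO wells for no effect and 5 µM unlabelled arrestin peptide for full effect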
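Material – GST-tagged AP2 beta2-adaptin appendage (R879A) on 4 µm glutathione beads · Probe or stimulus – fluorescein-tagged arrestin peptide at 50 nM final · Timing – 12 min plus 1 h, RT · Detection – bead flow cytometry, FITC channel · Read-out basis – inhibition as reduced fluorescein signal on beads, percent · Medium – PBS plus Tween 20 (0.05%) and BSA (0.1%)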
PvdQ inh: P. aeruginosa PvdQ acylase inhibitors, primary screen, biochemical, fluorescence, plate reader and imaging, single point; PvdQ acylase [Pseudomonas aeruginosa LESB58]; purified PvdQ acylase; inhibition, % at 10 µM; 340,000 tested, 0.063% active; in the data active = inhibition above about 30%, passing the limit was not always enough;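 also: 0% = vehicle neutral wells and 100% = reference inhibitor wells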
SR-BI DiI-HDL act: activators of SR-BI mediated DiI-HDL uptake, primary screen, ldlA[mSR-BI] CHO cells, DiI fluorescence; 3 h; 100 = double the neutral-control signal; activation, % at 12.5 µM; 320,000 tested, 0.096% active; AID 504775, 2011;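 active = mean replicate activation of at least 60% and every replicate at or above 60%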;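 also: 0% = median plate neutral-control signal and 100% = twice that signal; values of inactives mirror those of a sister screen read the other way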
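System: LDL receptor-deficient CHO ldlA cells overexpressing murine SR-BI | Timing: 3 h uptake period with compound, 37 °C | Medium: HEPES-buffered (25 mM, pH 7.4) F12 plus 0.5% BSA | Dosing: Single-point compound dose | Signal: Bottom-read fluorescence, 550/595 nm | Read-out: Retained DiI signal reflecting DiI-HDL uptake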
DAGLB inhibitor: DAGLB lipase inhibitors, primary screen, biochemical, fluorescence, HTS. HEK293T DAGLB membrane lysate, EnzChek fluorogenic substrate. Diacylglycerol lipase-beta (Homo sapiens), Q8NCG7. inhibition, % at 5.17 µM. 340,000 tested, 0.059% active. AID 504411, 2011; in the data active = inhibition above about 34%;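 also: 0% = enzyme with vehicle and 100% = wells lacking enzyme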
SR-BI DiI inh: inhibitors of SR-BI mediated HDL lipid uptake, primary screen, ldlA[mSR-BI] cells, fluorescence, single point. 320,000 tested, 0.96% active. ldlA[mSR-BI] CHO cells, DiI-HDL uptake fluorescence, 3 h. Scavenger receptor class B member 1 (Mus musculus), Q61009. inhibition, % at 12.5 µM;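 active = mean replicate inhibition of at least 70% and a set share of replicates each scoring 70 or more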;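 also: 0% = median of neutral control wells and 100% = median of positive control wells; values of inactives mirror those of a sister screen read the other way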
Cardiac RTF inh: cardiac RTF calcium sensitivity inhibitors, primary screen, biochemical, IANBD-TnC fluorescence, EC70 calcium; Troponin I, cardiac muscle (Homo sapiens) + Troponin T, cardiac muscle (Homo sapiens) + …; IANBD-labeled cardiac RTF, Ca2+ fluorescence; inhibition, % at 7.15 µM; 340,000 tested, 0.12% active; AID 493244, 2011;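 active = inhibition above the mean inhibition of all tested compounds plus 3 SD, cut at about 17% in these data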;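 also: assay run at fixed EC70 calcium of 1.6 mM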
Keap1-Nrf2 PPI: Keap1-Nrf2 protein-protein interaction inhibitors, primary screen, biochemical, fluorescence polarization, single point | Kelch-like ECH-associated protein 1 (Homo sapiens), Q14145 | Keap1 Kelch-Nrf2 peptide fluorescence polarization, 1536-well | inhibition, % at 9.4 µM | 340,000 tested, 0.15% active | AID 504523, 2011; in the data active = inhibition above about 12%;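 also: human Keap1 Kelch domain with fluorescein labeled Nrf2 9mer peptide probe; 0% = neutral control wells and 100% = peptide positive control; higher means more block of Keap1 binding to Nrf2 peptide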
Numbers without * were called inactive; . = no result given.

SMILES	C-LANA FP	NSD2 inh	PKA-R2B activ	Arr AP2 block	PvdQ inh	SR-BI DiI-HDL act	DAGLB inhibitor	SR-BI DiI inh	Cardiac RTF inh	Keap1-Nrf2 PPI
O=C1CCCc2nc(N3CCN(c4ccccc4)CC3)ncc21	-0.8	-3.7	1.0	21.2	5.6	-23.5	-2.8	23.5	5.6	-0.8
Cc1c(CN2CCC(CO)(Cc3cccc(C(F)(F)F)c3)CC2)c2ccccc2n1C	-0.8	5.8	8.8	0.1	-6.5	-0.2	3.8	0.2	-14.1	-3.8
O=C(CCNc1cccc(F)c1)c1cc2ccccc2o1	-2.0	-6.4	-9.4	41.4	7.9	-12.8	-3.3	12.8	-8.7	-1.8
CCOC(=O)c1[nH]c(C)c(C(=O)OCC(=O)N2CC(=O)Nc3ccccc32)c1C	-3.5	2.0	-3.9	4.1	-7.1	17.9	1.5	-17.9	-14.9	-4.7
C/C(=N\N=C1\NC(=O)C(CC(=O)Nc2ccc(C)c(Cl)c2)S1)C(C)C (stereo not drawn)	0.2	-2.3	-6.8	-8.2	-8.2	-21.8	1.9	21.8	8.3	0.3
C=CCSc1nc(C)c(CC(=C)C)c(=O)[nH]1	-0.2	-2.8	-3.8	12.7	-13.4	21.4	-1.9	-21.4	-8.7	-4.9
COc1ccc(C(=O)CC(=O)C(=O)Nc2cccc(C(C)=O)c2)cc1	-1.6	0.6	-6.2	0.4	-13.6	-8.4	1.1	8.4	-4.6	-2.0
CN(C)c1ccc(/C=N/NC(=O)c2ccccc2)cc1	2.5	-2.4	-7.7	-4.0	1.4	5.5	-0.2	-5.5	-10.5	-1.4
COc1ccc(OC)c(N2C(=O)c3cccnc3C2=O)c1	3.3	-1.6	7.9	14.7	-6.8	15.5	-1.8	-15.5	-3.2	-3.3
Cc1ccc2nc(NC(=O)CSc3nc(=O)n(CCN(C)C)c4c3CCCC4)sc2c1	0.4	4.9	-14.3	-8.7	-13.1	-20.5	5.7	20.5	-10.5	3.4
Cc1nc2cc3c(cc2c(C)c1C(=O)OC(C)C)OCO3	-1.7	-2.9	-13.6	32.3	5.5	-7.0	-1.6	7.0	-8.5	-2.1
COC(=O)c1sc(NC(=O)C(C)C)c(C(=O)OC)c1C	0.1	2.0	4.8	10.6	-10.2	-39.8	-3.2	39.8	-7.0	-2.8
Cc1noc(C)c1S(=O)(=O)Nc1ccccc1OC(F)(F)F	-0.1	-1.1	6.8	17.6	-8.2	22.2	-1.0	-22.2	0.8	-1.4
Cc1ccc(OCC(=O)O)c(-n2nc3ccccc3n2)c1	0.2	-1.1	-5.8	20.8	2.5	14.7	2.9	-14.7	4.0	-1.2
O=C(CSc1nnc(-c2ccncc2)o1)c1cccc([N+](=O)[O-])c1	1.0	3.3	-7.2	12.2	4.1	-9.1	1.4	9.1	3.0	3.4
O=Cc1cnc(N2CCOCC2)nc1	3.2	-2.7	-7.5	-2.3	9.0	22.5	-2.8	-22.5	-5.5	-2.2
CS(=O)(=O)c1ccc2nc(NC(=O)c3ccc(=O)[nH]c3)sc2c1	0.7	6.4	7.7	11.0	7.6	.	-0.3	.	-3.6	-0.4
c1csc(-c2nc3c4ccccc4c4ccccc4c3[nH]2)c1	0.5	.	-2.6	11.6	-14.0	-37.8	5.8	37.8	4.9	3.2
CCC(C)[C@H](NC(=O)Nc1ccc(C(C)=O)cc1)C(=O)OC (stereo partly drawn)	-0.4	-1.8	4.4	-3.5	-10.1	0.3	0.5	-0.3	1.1	-0.5
COc1ccc(S(=O)(=O)Nc2ccc(S(=O)(=O)N3CCOCC3)cc2)cc1C	1.5	-1.3	-1.2	-2.4	-8.1	5.8	-0.4	-5.8	-7.1	0.6
COc1ccc(NC(=O)C(c2ccccc2)c2ccccc2)c(OC)c1	0.2	-0.9	4.3	1.1	15.4	10.0	-3.6	-10.0	1.4	-3.8
CC1CC(C)CN(S(=O)(=O)c2ccc(C(=O)NN3CCOCC3)cc2)C1 (stereo not drawn)	0.0	0.5	-2.2	1.8	-20.3	2.0	0.6	-2.0	-3.4	-6.2
CCOc1cc2c(cc1C=O)OC(C)C2 (stereo not drawn)	2.0	29.1	9.5	30.6	4.9	12.6	0.4	-12.6	-0.4	-1.7
CN1CCN(Cc2nc3ccccc3c(=O)n2CC#N)CC1	0.1	15.2	-8.8	-7.7	-3.7	12.3	-2.4	-12.3	-2.6	0.2
CC(C)N1CCN(Cc2cc(F)ccc2-n2cccn2)CC1CCO (stereo not drawn)	0.5	17.7	0.9	1.8	-4.1	20.0	-0.6	-20.0	-5.0	1.6
COc1ccc(OC)c(NC(=O)c2cccc(C)c2[N+](=O)[O-])c1	-0.8	-1.3	-2.2	5.4	-11.3	-72.5	-1.0	72.5*	-31.2	-8.4
Cc1ccc(NC(=O)Nc2ccc3oc(C)nc3c2)cc1	-2.5	0.1	-2.1	-6.0	-14.8	-25.8	-5.5	25.8	-5.2	-3.6
CCCCC1=CC2=CC(=O)C(C)(OC(=O)CC)C(=O)C2=CN1c1cccc(C#N)c1 (stereo not drawn)	1.6	.	-6.1	2.6	-16.9	18.7	3.3	-18.7	-10.7	-2.9
CC(C)Cc1cc(CN2CCC(CO)(Cc3ccccc3)CC2)[nH]n1	-2.3	3.3	-2.2	-4.6	-5.2	.	-1.4	.	-5.2	-0.1
CCC(C)c1c(O)nc(SCc2ccccc2)[nH]c1=O (stereo not drawn)	0.3	0.8	-2.6	3.6	-5.4	8.4	0.5	-8.4	-4.3	-0.4
Cc1nc2sc(C(c3cccs3)N3CCOCC3)c(O)n2n1 (stereo not drawn)	0.5	.	4.6	8.6	-0.4	26.7	1.0	-26.6	-0.9	3.7
COc1ccc(CCN(Cc2ccccn2)C(=S)Nc2ccc(C)cc2)cc1OC	-0.6	21.5	0.7	5.3	7.5	-10.8	-1.0	10.8	-6.5	3.0
COc1ccc(-c2cc(C(=O)N/N=C/c3sccc3C)c3ccccc3n2)c(OC)c1	-0.7	-3.3	-1.2	3.6	-1.8	-53.1	-0.5	53.1	-7.0	-1.0
CCCc1cc(=O)[nH]c2nnc(SCC(=O)Nc3ccc(C(C)=O)cc3)n12	-1.3	2.7	-7.0	45.2	-4.4	12.5	6.5	-12.5	-15.5	-1.6
COc1cc(-c2noc(-c3ccccc3C(=O)NCc3ccco3)n2)cc(OC)c1OC	0.7	3.4	-8.6	5.0	1.5	-28.3	-1.6	28.3	-1.4	-10.7
CCOC(=O)N1CCN(c2cccc(C)c2C)CC1	0.6	-1.2	7.0	-1.8	-8.5	21.6	-4.4	-21.6	-0.3	3.3
CC(=O)N(c1cccc(Cl)c1)c1nc(C)cc(C)c1C#N	0.1	29.2	1.4	-0.8	-8.4	15.3	1.9	-15.3	1.8	-0.8
CCCCCc1nnc(NC(=O)C2CCCO2)s1 (stereo not drawn)	-4.1	7.0	-4.1	-6.0	-10.7	28.6	2.6	-28.6	2.3	-1.2
Cc1ccc(S(=O)(=O)NC2=NCN(CCc3ccccc3)CN2)cc1	2.1	.	-5.0	-1.3	0.0	11.5	2.8	-11.5	9.3	-1.5
COc1cccc(/C=N/Nc2nc(Nc3ccc([N+](=O)[O-])cc3)nc(N3CCCC3)n2)c1O	-3.3	-2.6	.	4.2	-11.2	-87.4	.	87.4*	.	-4.8
COC(=O)c1cccc(Nc2ccc([N+](=O)[O-])cn2)c1	0.5	-1.7	6.4	50.6	6.4	-34.5	0.7	34.5	-9.6	-1.4
CCCCN(CCCC)c1cn[nH]c(=O)c1Cl	1.3	0.3	-10.7	3.5	1.3	.	0.8	.	0.0	-0.9
Cn1c(=O)c2c(nc(NCC3CCCO3)n2Cc2ccccc2)n(C)c1=O (stereo not drawn)	-0.5	-1.0	-6.6	-2.7	-11.7	-14.0	0.6	14.0	-6.4	-0.3
CCOC(=O)c1[nH]c(C)c(C(=O)N2CCN(c3ccccc3)CC2)c1C	-1.2	-1.1	5.1	22.9	7.7	8.1	2.0	-8.1	7.4	-2.4
CCC(=O)Oc1ccc(C(=O)Nc2ccccc2C(=O)NCC(C)C)cc1	0.5	0.1	-6.1	4.3	-16.3	-57.3	-6.3	57.3	-7.0	-5.0
O=C(COC(=O)c1cc(=O)c2ccccc2o1)NC1CCCCC1	-0.2	0.7	-6.8	-7.7	-8.8	10.1	1.4	-10.1	2.0	-4.1
COc1cccc2c1OC[C@@H](CO)[C@H]2N(C)C(=O)Nc1ccc(Cl)cc1Cl	-1.2	0.8	-3.4	7.3	16.1	-4.7	-1.3	4.7	-1.7	-2.7
CCOC(=O)c1ccc(NC(=S)NC2CC(C)(C)NC(C)(C)C2)cc1	-2.3	-5.2	-0.6	11.4	-14.1	16.5	3.4	-16.5	-9.5	-11.0
CCCC1=NN(C(=O)Cc2ccc(OC)c(OC)c2)C(O)(C(F)(F)F)C1 (stereo not drawn)	0.1	6.9	-7.3	-5.2	-11.9	.	2.2	.	-0.3	-6.4
CSCC(C)N1CCC(n2nccc2NC(=O)c2ccccc2C)CC1 (stereo not drawn)	4.2	0.4	8.0	-0.7	-10.8	.	-0.6	-7.8	-2.0	-0.8
CCN(Cc1ccncc1)Cc1c(O)ccc2ccccc12	0.5	25.9	0.2	-0.6	-17.1	5.0	0.3	-5.0	-3.9	-3.9

In the list so far, these contain a furan ring, fused or not.
SMILES	C-LANA FP	NSD2 inh	PKA-R2B activ	Arr AP2 block	PvdQ inh	SR-BI DiI-HDL act	DAGLB inhibitor	SR-BI DiI inh	Cardiac RTF inh	Keap1-Nrf2 PPI
O=C(CCNc1cccc(F)c1)c1cc2ccccc2o1	-2.0	-6.4	-9.4	41.4	7.9	-12.8	-3.3	12.8	-8.7	-1.8
COc1cc(-c2noc(-c3ccccc3C(=O)NCc3ccco3)n2)cc(OC)c1OC	0.7	3.4	-8.6	5.0	1.5	-28.3	-1.6	28.3	-1.4	-10.7

This is a random part of the collection. Share with any hit: about 2.1%.
